# CFTR F508del cor: F508del CFTR correction, initial screen, CFBE line, single point. CFBE cells, YFP halide quenching; stimulated with forskolin plus potentiator P3; % fluorescence drop versus neutral controls. activity (quench increase), % at 7.58 µM. 350,000 tested, 0.36% active;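 active means mean added fluorescence quench of at least 8% versus neutral control, with both replicates also reaching 8%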;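 further: cells transiently co-express mutant CFTR-F508del with the halide-sensitive YFP; corrector assay measuring rescue of mutant channel to the surface after 24 h compound exposure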
# esBAF inh: Bmi1 luciferase reporter increase in mESCs, primary screen, esBAF inhibitor project, mouse ES cells, Bmi1 luciferase knock-in, single point; 24 h; 100% = twice the neutral-well signal; 350,000 tested, 2% active; reporter increase, % at 12.5 µM; AID 602393, 2012; in the data active means activation above about 40%;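 further: 0% = median of the plate's neutral control wells and 100% = double that signal; a rise in the Bmi1 reporter signal indicates esBAF inhibition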
# ERAP1 HTS inh: human ERAP1 aminopeptidase inhibitors, primary screen, biochemical, single point, plate reader; Endoplasmic reticulum aminopeptidase 1 (Homo sapiens), Q9NZ08; recombinant ERAP1, Leu-AMC fluorescence, 60 min; inhibition, % at 10.7 µM; 340,000 tested, 0.15% active; AID 652197, 2013;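 active means mean replicate inhibition of at least 30%, or all replicates individually reaching that 30% level; inactive means mean below 30% and not every replicate reaching it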;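 further: 0% = neutral control wells and 100% = L-leucinethiol positive control wells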
# RAD54 branch: inhibitors of human RAD54 branch migration, primary screen, biochemical, fluorescence, single point; DNA repair and recombination protein RAD54-like (Homo sapiens), Q92698; RAD54 Holliday junction branch migration, FAM/BHQ fluorescence; inhibition, % at 10.4 µM; 360,000 tested, 0.14% active; AID 602329, 2012;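 active means mean normalized replicate activity at least 40 and at least half of replicates scoring 40 or more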;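 further: 0% = median of neutral control wells and 100% = median of positive control wells; inhibitors cause a drop in the FAM fluorescence signal; in these data hits start at about 50%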
# ARNT-TACC3 inh: disruptors of ARNT/TACC3 protein interaction, primary screen, biochemical, AlphaScreen, single concentration | Transforming acidic coiled-coil-containing protein 3 (Homo sapiens), Q9Y6A5 | 390,000 tested, 0.66% active | AlphaScreen His-ARNT PAS-B/GST-TACC3 binding, luminescence; TACC3 fragment carries E629A point mutation | AID 623870, 2012 | inhibition, % at 9.99 µM;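 active means mean inhibition of replicates at least 50% and at least half of replicates each reaching 50%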;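 further: 0% = complete ARNT plus TACC3 wells and 100% = ARNT alone without TACC3; many hits fall short of the cut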
# XiGFP reactiv: activators of inactive X chromosome reactivation, primary screen, imaging, XiGFP fibroblasts, GFP high-content imaging, set 2 | XiGFP mouse fibroblasts, % GFP-positive cells imaging, 3 d; cells co-treated with 5-aza-dC sensitizer; scaled so ellipticine positive control = 100% | activation, % at 7.58 µM | 360,000 tested, 0.055% active;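 active means mean normalized replicate activation at least 10% and every replicate at or above 10%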;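 further: 0% = median of on-plate neutral control wells and 100% = ellipticine 6 µM median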
#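 Schedule: 3 d treatment, 15 min room-temperature fixation; system: 68-5-11 XiGFP fibroblast line; buffer or medium: DMEM plus 5-aza-dC sensitizer; control set: ellipticine 6 µM positive control; compound: one concentration, pinned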
# INS-1E GSIS act: GLuc luminescence reporter in INS-1E cells, primary screen for activators of glucose-dependent secretion of insulin | INS-1E GLuc reporter insulin secretion, 2-3 h | activation, % at 16.6 µM | 370,000 tested, 0.61% active;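 active means lowest replicate activation of at least 40%, so every replicate reaches that level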;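 further: 0% = median of neutral control wells and 100% = median of IBMX positive control wells; some compounds called inactive have numbers as strong as hits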
# RAD52 inh: RAD52 DNA annealing inhibitors, primary screen, biochemical, FRET, single point, set 2; DNA repair protein RAD52 homolog (Homo sapiens), P43351; recombinant RAD52 DNA annealing, FRET fluorescence; inhibition, % at 18.7 µM; 360,000 tested, 0.46% active;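 active means every replicate showing at least 50% inhibition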
# Target sequence (P43351 whole entry, looked up): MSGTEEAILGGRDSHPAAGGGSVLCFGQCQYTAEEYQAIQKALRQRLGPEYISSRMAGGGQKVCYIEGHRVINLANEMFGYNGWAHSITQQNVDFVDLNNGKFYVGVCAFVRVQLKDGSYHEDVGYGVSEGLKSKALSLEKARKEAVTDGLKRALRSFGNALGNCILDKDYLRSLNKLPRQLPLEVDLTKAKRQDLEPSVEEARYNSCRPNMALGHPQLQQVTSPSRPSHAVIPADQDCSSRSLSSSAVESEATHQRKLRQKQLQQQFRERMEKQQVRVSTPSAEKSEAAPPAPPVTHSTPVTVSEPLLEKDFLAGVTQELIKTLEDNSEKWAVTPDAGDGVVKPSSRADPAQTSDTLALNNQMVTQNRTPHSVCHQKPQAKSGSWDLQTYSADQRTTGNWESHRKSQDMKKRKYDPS
# * hit, by the source's call; . = not tested or not shown; & = joins results of further samples.
# Results follow in this order: CFTR F508del cor	esBAF inh	ERAP1 HTS inh	RAD54 branch	ARNT-TACC3 inh	XiGFP reactiv	INS-1E GSIS act	RAD52 inh
- COc1ccc(C2=NN(C(=O)/C=C/c3ccccc3)C(c3ccccc3)C2)c(OC(C)=O)c1 (configuration not stated)
    .	.	.	-6	1	0.0	-42	.
- CC(=O)N(C)C[C@H]1Oc2ncc(-c3ccc(C#N)cc3)cc2C(=O)N([C@H](C)CO)C[C@H]1C
    2.9	-4	-3	5	-6	0.4	9	9
- C[C@H]1CN([C@@H](C)CO)C(=O)Cc2cc(NS(=O)(=O)c3cn(C)cn3)ccc2O[C@H]1CN(C)S(=O)(=O)c1cn(C)cn1
    0.1	1	-1	6	-10	-0.8	-1	2
- Cc1ccc(OC(=O)c2ccccc2)cc1C
    3.1	8	0	-6	0	0.4	8	-2
- C[C@@H]1CN([C@H](C)CO)C(=O)c2cc(-c3cccc(C(=O)N(C)C)c3)cnc2O[C@@H]1CN(C)C(=O)Cc1ccccn1
    -0.1	-5	3	0	-7	0.2	5	-5
- NS(=O)(=O)c1ccc(NC(=O)COC(=O)c2ccc(Cl)nc2)cc1
    2.3	.	6	.	-2	-0.1	-6	-5
- O=C(COc1ccc(Cl)cc1)Nc1ccccc1Cl
    -0.9	28	10	-1	-4	0.0	11	2
- C[C@@H]1CN([C@@H](C)CO)C(=O)c2cc(Br)cnc2O[C@H]1CN(C)C(=O)c1cccnc1
    1.0	-2	-6	7	3	-0.1	30	-5
- CN(C)C(=O)c1ccc(-c2ccc([C@H]3[C@H](CO)N4CCCCN(C(=O)C5CC5)C[C@@H]34)cc2)cc1
    1.2	-2	3	4	-5	0.2	-3	-19
- C[C@@H]1CN([C@H](C)CO)C(=O)c2cc(NC(=O)c3ccncc3)ccc2O[C@H]1CN(C)C(=O)Nc1ccc2c(c1)OCO2
    -1.4	-3	-3	4	1	0.0	10	2

# Only ERAP1 HTS inh, RAD54 branch and XiGFP reactiv, for some of the entries so far:
compound	ERAP1 HTS inh	RAD54 branch	XiGFP reactiv
C[C@@H]1CN([C@H](C)CO)C(=O)c2cc(NC(=O)c3ccncc3)ccc2O[C@H]1CN(C)C(=O)Nc1ccc2c(c1)OCO2	-3	4	0.0
CC(=O)N(C)C[C@H]1Oc2ncc(-c3ccc(C#N)cc3)cc2C(=O)N([C@H](C)CO)C[C@H]1C	-3	5	0.4

# Following part
# Results follow in this order: CFTR F508del cor	esBAF inh	ERAP1 HTS inh	RAD54 branch	ARNT-TACC3 inh	XiGFP reactiv	INS-1E GSIS act	RAD52 inh
- O=C(CC(C(=O)O)c1cccc(Br)c1)c1ccc(Cl)cc1 (configuration not stated)
    2.1	5	-2	9	-31	0.1	.	108*
- c1coc(-c2nnc(SCc3nc4ccccc4[nH]3)o2)c1
    -0.1	.	8	.	10	.	.	-28
- C=CCN(C(=O)c1cc(C)cc(C)c1)C1(C(=O)Nc2ccccc2)CCN(C(C)C)CC1
    1.3	4	-4	1	.	0.3	-30	-16
- C[C@H]1CN([C@@H](C)CO)C(=O)Cc2cc(NC(=O)CCN3CCOCC3)ccc2O[C@@H]1CN(C)CC1CC1
    -4.3	0	2	2	2	-1.2	7	-8
- CCN(CC)CCNC(=O)/C(=N\O)c1ccccn1
    2.5	.	0	.	12	0.0	11	-9
- COc1cc(/C=C(\C#N)c2ccccn2)ccc1OCc1ccccc1
    -1.6	.	0	.	16	0.0	1	4
- CCc1ccccc1NC1=CC(=O)CC(C)(C)C1
    0.4	.	1	.	-6	0.0	-10	-2
- O=C(Cc1cccs1)Nc1nnc(SCc2ccc(Br)cc2)s1
    .	.	-2	.	0	0.2	16	-10
- COc1cc(-c2cnc3c(NC=O)cc(-c4ccc(S(C)(=O)=O)cc4)cn23)cc(OC)c1OC
    7.6	2	6	-6	.	-0.1	11	-23
- CCCCSc1nc2c(c(C(F)(F)F)c1C#N)CCC2
    .	-8	1	-2	-3	.	11	-1
- COc1ccc2sc(-c3ccc(SC)cc3)c(C#CC(C)(C)O)c2c1
    1.5	24	4	6	6	0.0	19	-39
- COc1cccc(C(c2c(N)[nH]c(=S)[nH]c2=O)c2c(N)[nH]c(=S)[nH]c2=O)c1
    -1.5	.	-1	-2	11	0.0	.	-2
- COc1cc(C(F)(F)F)c(C(=O)N(C)c2ccc(Cl)cc2)cn1
    1.0	0	0	7	-3	0.0	.	-13
- Cc1nc(N2CCOCC2)[nH]c(=O)c1[N+](=O)[O-]
    -3.2	-8	1	.	0	-0.1	13	6
- O=S(=O)(Nc1ccn(-c2ccccc2)n1)c1ccc(Br)cc1
    -2.0	23	-6	4	-4	.	16	-91
- COc1cccc(-c2cnc3c(c2)C(=O)N([C@@H](C)CO)C[C@H](C)[C@H](CN(C)Cc2ccc(C(=O)O)cc2)O3)c1
    2.1	-3	1	-6	-6	-0.8	3	-13
- CCCCN(C)S(=O)(=O)c1cc2c3c(c1)CCC(=O)N3CCC2
    -0.2	3	2	-10	-22	0.0	-1	-4
- Cc1ccc(C(C)C)c(OCC(=O)NNC(=O)C2CSC3(C)CCC(=O)N23)c1 (configuration not stated)
    -1.1	2	-1	-4	0	0.5	-28	-10
- CCCOc1ccc(C(F)(F)F)cc1NC(=O)C1CC(=O)N(Cc2ccco2)C1 (configuration not stated)
    -0.3	0	1	-9	-1	0.0	.	4
- Cc1cccc(C)c1NC(=O)CNC(=O)c1c(-c2ccccc2)noc1C
    -4.6	-5	2	-12	-15	0.0	1	-11
- N/C(=N\OC(=O)CC1CCCCC1)c1cccc(Br)c1
    -2.0	29	5	0	-2	-0.1	3	-8
- COCC1CCN(Cc2cn[nH]c2-c2cc(OC)c(OC)c(OC)c2)CC1
    4.1	2	0	-7	0	0.0	-7	-15
- Cc1noc(C)c1NC(=O)Nc1ccc2c(c1)CC(=O)N([C@H](C)CO)C[C@H](C)[C@H](CN(C)C(=O)Nc1ccc3c(c1)OCO3)O2
    -1.0	3	-3	3	0	0.0	19	5
- O=C(O)C1=CCCNC1
    -1.4	5	0	2	-5	-0.1	28	4
- COc1ccccc1C(=O)NNC(=O)c1ccc2ccccc2c1
    .	12	-1	-2	2	0.1	.	-8
- C=CCOC(=O)C1=C[C@@H](c2ccc(C(F)(F)F)cc2)C[C@@H](OCc2ccc(CO)cc2)O1
    -0.2	-6	4	-3	1	-0.1	-26	-12
- CC(c1ccccc1)N1CC(C(=O)N2CCN(Cc3ccc(C#N)cc3)CC2)CC1=O (configuration not stated)
    0.3	2	2	15	-6	0.0	-12	9
- CC1CC(C)CN(C(=O)Cc2c(C(=O)O)[nH]c3ccc(Cl)cc23)C1 (configuration not stated)
    -0.1	6	8	-1	.	0.0	21	0
- CCOC(=O)[C@]12CCC=C1N(Cc1ccc(Cl)cc1Cl)C(=O)[C@H](CC(=O)NCc1ccc(C)o1)C2
    0.4	.	.	.	.	0.6	-16	-21
- C[C@H](CO)N1C[C@H](C)[C@H](CN(C)S(=O)(=O)c2ccc3c(c2)OCCCO3)OCc2cn(nn2)CCCC1=O
    1.3	12	-5	2	-9	0.8	3	10
- Nc1nonc1-n1nnc(C(=O)N/N=C/c2ccccc2)c1CSc1ccccc1
    0.0	.	2	-8	.	0.1	-8	-14
- Cc1noc(C)c1S(=O)(=O)Nc1ccc2c(c1)C(=O)N([C@H](C)CO)C[C@H](C)[C@@H](CN(C)Cc1ccc(C(=O)O)cc1)O2
    -2.1&-0.4	-2&0	2&-1	7&-3	-12&18	0.2&0.0	19&7	-2&-18
- COCC(=O)N1CCC(Oc2ccc(C(=O)NCc3cnc(C)cn3)cc2)CC1
    2.8	.	1	.	-10	0.2	2	-13
- O=C(Nc1cc(-c2ccccc2)[nH]n1)c1ccccc1
    0.9	.	3	10	-24	0.0	.	5
- CO[C@H]1CN(C)C(=O)c2cc(NC(C)=O)ccc2OC[C@@H](C)N(Cc2ccc(F)cc2)C[C@@H]1C
    1.3	0	1	-8	-2	-0.4	-17	-4
- Cc1ccccc1NC(=O)COC(=O)c1c(-c2ccccc2)noc1C
    0.7	0	2	4	-8	0.0	-3	-15
- CC(=O)N1[C@H](CO)[C@H](c2ccccc2)C12CN(C(=O)c1ccc3c(c1)OCO3)C2
    1.9	.	-4	.	.	0.0	12	-7
- COc1ccc(S(=O)(=O)N(C)C[C@@H]2Oc3c(NS(=O)(=O)c4ccc(Cl)cc4)cccc3C(=O)N([C@H](C)CO)C[C@@H]2C)cc1
    1.2	8	.	10	8	0.2	-23	.
- COc1cc2c(cc1OC)CN(C(=O)/C=C/c1cc(OC)c(OC)c(OC)c1)CC2
    -2.2	1	-1	12	0	0.3	-25	-7
- Cc1ccc(C(=O)NNC(=O)C2CCN(S(=O)(=O)c3ccc(C)cc3)CC2)cc1
    1.6	.	0	6	-3	0.0	-3	9
- COc1ccc(-n2ncc3c(=O)n(CC(=O)NC(C)C)cnc32)cc1
    1.3	-7	-3	4	9	0.0	9	-2
- COc1cc(NC(=O)CSc2nc3ncnc(N)c3[nH]2)c(C(=O)O)cc1OC
    0.3	6	1	2	5	0.3	-8	-3
- COCCCNC1=C(Cl)C(=O)c2ccccc2C1=O
    -3.6	.	4	5	8	0.7	-3	-7
- O=C(NCC1CC1)[C@H]1[C@H](CO)[C@H]2Cn3c(ccc(C4=CCCCC4)c3=O)[C@@H]1N2
    -1.2	1	-1	8	5	0.4	34	-9
- COc1cccc(C(CCc2cc(OC)c(OC)c(OC)c2)NC(C)=O)c1 (configuration not stated)
    2.7	-1	-2	11	-2	0.1	4	-48
- CCNC(=O)C[C@@H]1C=C[C@H](NC(=O)C2CCOCC2)[C@@H](CO)O1
    0.9	-2	8	1	1	0.1	23	7
- Cc1ccccc1-c1cnc2c(c1)C(=O)N([C@H](C)CO)C[C@H](C)[C@@H](CN(C)C(=O)c1cccnc1)O2
    -2.4	1	1	7	-5	-0.7	18	-13
- CSc1nc2sc3c(c2c(=O)[nH]1)CCC(C)C3 (configuration not stated)
    .	62*	0	-5	-1	.	-7	-5
- CO[C@H]1CN(C)C(=O)c2cc(NC(=O)C3CC3)ccc2OC[C@H](C)N(Cc2cncnc2)C[C@@H]1C
    5.5	-2	1	3	6	0.6	-2	9
- CC(C)C#Cc1ccc([C@@H]2[C@@H](C#N)N(C(=O)CN(C)C)[C@@H]2CO)cc1
    0.0	0	-3	-5	-9	-0.1	4	0

# Next part:
# Results follow in this order: CFTR F508del cor	esBAF inh	ERAP1 HTS inh	RAD54 branch	ARNT-TACC3 inh	XiGFP reactiv	INS-1E GSIS act	RAD52 inh
- Cn1c(N)c(C(=O)CNC2CCCCC2)c(=O)n(C)c1=O
    1.0	1	.	8	-5	0.0	6	.
- CCC(C)NC(=O)/C=C/c1cccs1 (configuration not stated)
    .	.	4	.	5	0.1	.	-1
- CCOC(=O)N1CCN(C(=O)CNS(=O)(=O)c2c(C)cc(C)cc2C)CC1
    3.4	3	-6	-14	-5	0.4	1	-13
- CCOC(=O)CC(c1ccc([N+](=O)[O-])cc1)n1c(C)ccc1C (configuration not stated)
    -1.4	2	-2	-8	0	0.0	8	-16

# Not a hit list. Share with any hit: about 3.3%.
